FBW7 activator = human FBW7 E3 ligase activation, primary screen. 0.13% of 650,000 active. normalized activity (activation), % at 26.1 µM. AlphaScreen FBW7–phospho-cyclin E peptide binding, activator screen; in the data active = normalized activity above about 1.9%;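 also: purified mutant Fbw7 with reduced substrate affinity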
Target sequence (Q969H0 whole entry, looked up): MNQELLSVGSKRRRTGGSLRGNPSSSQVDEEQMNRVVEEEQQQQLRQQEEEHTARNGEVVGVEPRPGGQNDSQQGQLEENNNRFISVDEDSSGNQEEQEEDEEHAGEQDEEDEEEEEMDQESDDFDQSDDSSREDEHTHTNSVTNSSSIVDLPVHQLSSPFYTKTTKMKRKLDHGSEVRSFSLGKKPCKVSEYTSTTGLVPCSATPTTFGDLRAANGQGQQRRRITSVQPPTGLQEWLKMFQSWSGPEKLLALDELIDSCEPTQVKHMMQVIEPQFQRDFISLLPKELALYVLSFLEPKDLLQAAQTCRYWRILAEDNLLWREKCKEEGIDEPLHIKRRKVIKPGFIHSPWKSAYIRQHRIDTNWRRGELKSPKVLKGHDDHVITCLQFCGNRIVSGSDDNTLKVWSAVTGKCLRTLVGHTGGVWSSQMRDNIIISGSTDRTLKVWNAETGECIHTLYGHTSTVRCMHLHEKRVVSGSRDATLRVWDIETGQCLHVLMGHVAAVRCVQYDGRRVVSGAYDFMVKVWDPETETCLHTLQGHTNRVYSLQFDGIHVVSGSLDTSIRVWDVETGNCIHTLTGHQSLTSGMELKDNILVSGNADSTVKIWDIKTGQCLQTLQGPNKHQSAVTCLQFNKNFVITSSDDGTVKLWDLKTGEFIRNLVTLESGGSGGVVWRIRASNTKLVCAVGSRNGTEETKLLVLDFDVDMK
GPR151 ag = human GPR151 activation | 1% of 650,000 active | Q8TDV0 | activation, % at 11.2 µM | PathHunter beta-arrestin GPR151 cells, luminescence; in the data active = activation above about 4.9%;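 also: 0% = median of compound wells and 100% = cells with positive control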
MITF primary = human MITF inhibition, primary screen | AlphaScreen MITF homodimerization, bead proximity signal | 0.91% of 650,000 active | O75030 | AID 1259374 | inhibition, % at 2.6 µM; in the data active = inhibition above about 50%;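 also: 0% = vehicle wells with protein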
TEAD-YAP block = TEAD-YAP interaction inhibition. HEK-TIYL cells, TEAD-Gal4/YAP UAS-luciferase luminescence. inhibition, % at 9.12 µM. 1.4% of 640,000 active. AID 1259422; in the data active = inhibition above about 32%;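 also: 0% = median of test compound wells and 100% = reference inhibitor wells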
Numbers without * were called inactive.

structure	FBW7 activator	GPR151 ag	MITF primary	TEAD-YAP block
O=[N+]([O-])c1ccc(/C=N/Nc2ncc(-c3ccccc3)cn2)cc1	-0.1	1.7	2	5
O=C(Nc1ncc(Cc2ccc(Cl)c(Cl)c2)s1)C1CCCCC1	-0.2	-0.7	1	2
COc1ccccc1CNC(=O)c1nnc(-c2cccc(Cl)c2)o1	-0.1	0.2	-11	-10
COCCCNC(=O)c1oc(=O)c2ccccc2c1-c1ccc(C)cc1	0.0	1.0	-2	0
CCN(CC)CCN1C(=O)C(O)=C(C(=O)/C=C/c2ccccc2)C1c1ccc([N+](=O)[O-])cc1 (stereo not given)	0.1	1.3	2	7
CC(c1ccncn1)N(C)Cc1c(C(=O)N2CCCCCCC2)nc2ccc(Cl)cn12 (stereo not given)	0.2	0.7	-1	-17
COc1ccc(Cl)cc1Nc1nc(N2CCCC2)nc(N2CCCC2)n1	0.8	-1.1	18	-1
C/C(N)=C(/C#N)C(=O)Cn1nnc(-c2ccccc2)n1	-0.1	-1.2	-8	-5
CCn1c(COc2ncnc3ccccc23)nc2cc(S(=O)(=O)N(C)C)ccc21	0.1	5.2*	2	-4
CN1C(=O)/C(=C/c2cn(CC(=O)O)c3ccccc23)C(=O)NC1=S	-0.2	0.6	3	-1
O=C1N(CCCN2C(=O)C3(OCCO3)c3ccccc32)c2ccccc2C12OCCO2	0.2	-2.6	10	1
COc1ccc(C(C)=O)cc1CSc1nc2ccsc2c(=O)n1-c1ccccc1	0.2	1.4	1	8
O=C(CCCn1c(=S)[nH]c2ccc(Br)cc2c1=O)N1CCN(c2ncccn2)CC1	0.1	-1.1	0	-4
COc1ccc(-n2ccnc(SCC(=O)Nc3ccc(Cl)cc3)c2=O)cc1	-0.3	0.6	0	0
O=C(NCCN1CCOCC1)c1ccnc(NCCCN2CCCC2=O)c1	-0.2	-2.1	-6	-11

A second format for part of the listing above.
CN1C(=O)/C(=C/c2cn(CC(=O)O)c3ccccc23)C(=O)NC1=S
  FBW7 activator: -0.2
  GPR151 ag: 0.6
  MITF primary: 3
  TEAD-YAP block: -1

COc1ccc(C(C)=O)cc1CSc1nc2ccsc2c(=O)n1-c1ccccc1
  FBW7 activator: 0.2
  GPR151 ag: 1.4
  MITF primary: 1
  TEAD-YAP block: 8

(more compounds)
structure	FBW7 activator	GPR151 ag	MITF primary	TEAD-YAP block
CCNC(=O)/C=C/c1ccc([N+](=O)[O-])cc1	0.0	1.5	-1	-4
CCn1nnc2c(N3CCN(CC(=O)NCCc4ccccc4)CC3)ncnc21	0.1	-0.4	-5	-5
CCC(=O)/C=C1\Sc2ccc(OC)cc2N1CC	0.6	0.1	7	14
CCOC(CC)c1ccc2c(c1)OCCO2 (stereo not given)	0.7	-0.7	21	-4
COC(=O)c1ccc2c(=O)n(CCN3CCOCC3)c(SCc3c(F)cccc3Cl)nc2c1	0.3	-1.6	13	-2
CN(C)CCCNc1nc(C2COc3ccccc3O2)nc2ccc(-c3cn[nH]c3)cc12 (stereo not given)	-0.6	-1.0	-7	-25
O=C(CSc1nc2cc3c(cc2c(=O)n1Cc1ccc(C(=O)N2CCN(c4ccccc4)CC2)cc1)OCO3)NCc1ccccc1	-0.1	1.3	2	2
CNC(=O)c1c(NC(=O)/C=C/c2ccccc2Cl)sc2c1CCC2	0.1	-0.2	8	5
O=C(Nc1ccc(-c2nc3ccccc3o2)cc1)C1CCN(C(=O)C2CCCO2)CC1 (stereo not given)	-0.1	-0.6	-6	-14
C=Cc1ccc(C(=O)NCC2CCC3(CCN(Cc4cccnc4)CC3)O2)cc1 (stereo not given)	0.0	2.2	8	-3
Cc1cc(=O)oc2cc(OC(=O)C(C)NC(=O)OCc3ccccc3)ccc12 (stereo not given)	0.0	-0.2	0	2
O=S(=O)(Nc1ccc(-c2cn3ccccc3n2)cc1)c1ccc2ccccc2c1	-0.1	0.5	0	-10
O=c1c2ccccc2nc(SCc2cc(=O)n3ccccc3n2)n1C1CCCC1	-0.1	0.2	3	-10
OCCC1CN(Cc2nc(-c3ccccc3)no2)CCN1C1CCCC1 (stereo not given)	0.0	-0.7	9	4
Cc1cc(C)n2cc(CSCc3ccccc3)nc2n1	-0.2	1.0	9	-21

structure	FBW7 activator	GPR151 ag	MITF primary	TEAD-YAP block
CC(=O)Nc1ccc(NC(=O)/C=C/c2ccco2)cc1	1.0	0.3	24	-18
CC(C(=O)Nc1ccc(Cl)cc1)N1C(=O)c2ccccc2C1=O (stereo not given)	0.0	-1.1	-14	4
CC(=O)c1ccc(N2Cc3ccccc3C2=O)cc1	0.4	-3.6	6	6
CC1=C(C(=O)OC2CCCCC2)C(c2ccc(Cl)cc2)NC(=O)N1 (stereo not given)	0.1	2.0	23	4
O=C(Cn1ccc([N+](=O)[O-])n1)NCc1cccnc1	0.0	8.9*	4	14
O=C(NCc1ccco1)c1cc(=O)c2ccccc2o1	0.0	0.4	7	6
CCOc1ccc(-n2c(SCc3cc(C(C)=O)ccc3OC)nc3c(sc(=S)n3-c3ccccc3)c2=O)cc1	0.0	-1.3	-4	-3
COC(=O)Nc1cc(NC(=O)OC)c(C)nc1C	0.3	-1.1	8	-3
CC1C/C(=N\NC(=O)c2ccccc2O)CC(C)(C)C1 (stereo not given)	0.1	-1.4	-1	-12
Cc1ccc(N2C(=O)SC(Nc3ccc(F)cc3)C2=O)cc1 (stereo not given)	0.1	5.4*	7	-14
COCCCNC(=S)N(CCN(C)C)Cc1cc2c(C)cc(C)cc2[nH]c1=O	-0.1	-0.7	0	4
CC(C)=CCNc1ncnc2c1ncn2[C@@H]1O[C@H](CO)[C@@H](O)[C@H]1O	0.0	0.4	7	-14
CCn1c(SCC(=O)NCc2ccc(C)cc2)nc2c(c1=O)SCC2	-0.3	-0.1	-9	-2
COC(=O)c1cc(C(=O)NC(CC(C)C)C(=O)OC)cc([N+](=O)[O-])c1 (stereo not given)	0.0	-0.2	-3	-1
O=C1N[C@@H](COCc2ccccc2)C(=O)N2CCN(C(=O)c3ccc(Cl)cc3)C[C@H]12	0.0	2.4	-4	1

structure	FBW7 activator	GPR151 ag	MITF primary	TEAD-YAP block
O=C1NC(=O)N(c2ccccc2)C(=O)/C1=C\c1cccn1-c1cccc([N+](=O)[O-])c1	-0.1	-0.1	8	5
Cc1noc(C(=O)Nc2cc(Cl)ccc2O)c1Cl	-0.2	-1.2	-5	-17
CCOc1ccc(C2C(=O)N(C3CCCCC3)CC(=O)N2C2CCCC2)cc1OC (stereo not given)	0.6	-0.5	-8	-9
CCOCc1cc(CN2CCN(c3ccccc3OC)CC2)c(O)c2ncccc12	-1.1	0.0	91*	10
CC1(C)CC(=O)C2=C(C1)N(c1ccc(F)cc1)C1=C(C(=O)CC(C)(C)C1)C2c1cccc(F)c1	0.0	1.0	16	-8
CCCCc1nnc(NC(=O)CCl)s1	-0.3	2.9	-4	5
CCOC(=O)C1=C(CN(CC)c2ccccc2)NC(=O)NC1c1ccc(C)cc1 (stereo not given)	0.2	-0.8	1	3
Cn1c(N)c(C(=O)c2cc(-c3cccs3)nc3ccccc23)c(=O)n(C)c1=O	-0.4	-0.5	-6	-13
COc1ccc(NC(=S)NC(=O)COc2ccc(Cl)cc2)cc1	0.0	-1.6	5	-1
CC1(C)C2([N+](=O)[O-])CN3CC1([N+](=O)[O-])CN(C2)C3c1ccccc1Cl (stereo not given)	0.5	-0.5	-2	6
CC(=O)Nc1ccc(S(=O)(=O)NNC(=O)c2ccco2)cc1	-0.1	-1.0	-2	-4
O=C(O)c1ccccc1NS(=O)(=O)c1cc([N+](=O)[O-])ccc1Cl	0.0	-1.7	-8	-7
CCC(C)n1c(=N)c(C(=O)NCCCOC)cc2c(=O)n3cc(C)ccc3nc21 (stereo not given)	-0.2	-0.2	-2	-2
CC(=O)NC12CC3CC(C1)CC(C(=O)NCC(c1ccco1)N(C)C)(C3)C2 (stereo not given)	0.1	0.8	-3	3
CCCCN(CCCC)S(=O)(=O)c1ccc(C(=O)Nc2nc(-c3ccccn3)cs2)cc1	0.0	0.6	10	6

structure	FBW7 activator	GPR151 ag	MITF primary	TEAD-YAP block
COc1ccc(-c2cc(NCC3CC3)n3ncnc3n2)cc1	0.1	-0.3	1	-12
Cc1nnc(C2CCCN(S(=O)(=O)/C=C/c3ccccc3)C2)s1 (stereo not given)	0.0	1.7	-16	-5
COc1ccc(N2C(=O)/C(=C3/C(=O)N(C)c4ccccc43)SC2=S)c(OC)c1	0.7	-0.5	5	3
COc1ccc(Cl)cc1NC(=O)c1cc(OC)c(OC)cc1OC	0.0	2.6	2	6
CC1CCN(C(=O)c2ccc(CNc3c(N4CCCC4)c(=O)c3=O)cc2)CC1	0.0	-0.9	0	3
Cc1nc2ccccc2c2oc(C(=O)NCCN3CCN(C)CC3)cc12	-0.2	0.0	0	-11
O=C1CCCN1CCn1cnc2c(NC3CCN(Cc4ccccc4)CC3)nc(N3CCN(Cc4ccc5c(c4)OCO5)CC3)nc21	-0.3	0.5	5	2
CCCn1c(CCC(=O)Nc2ccccc2)nc2cccnc21	-0.1	-0.3	6	-4
CCC(C)(C)N1CC(=O)N(Cc2ccccc2)C(c2ccc(OC)cc2)C1=O (stereo not given)	0.0	0.1	-1	-1
CCC(C)NC(=O)C(C)N(c1ccccc1)S(C)(=O)=O (stereo not given)	0.5	-1.4	-5	-6
Cc1cccc2nc(-c3cccc(F)c3)c(-c3cccc(F)c3)nc12	0.0	1.9	-1	2
CCCCN(C)C(=O)CC1C(=O)NCCN1Cc1ccc(OC)cc1OC (stereo not given)	0.2	-0.9	13	4
Cc1cc2ncn(CC(O)COc3c(C)cccc3C)c2cc1C (stereo not given)	-0.1	0.9	3	6
Cc1cccc(OCCOC(=O)CCN2C(=O)c3cccc([N+](=O)[O-])c3C2=O)c1	0.1	-0.6	5	-14
CC(C)/C(=N\Nc1cn[nH]c(=O)c1Cl)c1ccccc1	-0.1	1.7	7	-4

The final 7 records of the section above open the next one:
structure	FBW7 activator	GPR151 ag	MITF primary	TEAD-YAP block
CCC(C)(C)N1CC(=O)N(Cc2ccccc2)C(c2ccc(OC)cc2)C1=O (stereo not given)	0.0	0.1	-1	-1
CCC(C)NC(=O)C(C)N(c1ccccc1)S(C)(=O)=O (stereo not given)	0.5	-1.4	-5	-6
Cc1cccc2nc(-c3cccc(F)c3)c(-c3cccc(F)c3)nc12	0.0	1.9	-1	2
CCCCN(C)C(=O)CC1C(=O)NCCN1Cc1ccc(OC)cc1OC (stereo not given)	0.2	-0.9	13	4
Cc1cc2ncn(CC(O)COc3c(C)cccc3C)c2cc1C (stereo not given)	-0.1	0.9	3	6
Cc1cccc(OCCOC(=O)CCN2C(=O)c3cccc([N+](=O)[O-])c3C2=O)c1	0.1	-0.6	5	-14
CC(C)/C(=N\Nc1cn[nH]c(=O)c1Cl)c1ccccc1	-0.1	1.7	7	-4
CC(C)(C)Nc1nc(Cl)nc(Nc2cccc([N+](=O)[O-])c2)n1	-0.2	0.9	7	-31
Cc1cc(CC#N)c(C)n1-c1ccc(Cl)cc1	-0.3	-1.5	1	-6
Cc1cc(Cl)ccc1OC(C)C(=O)N=Nc1c(O)[nH]c(=O)[nH]c1=O (stereo not given)	-0.4	-1.3	4	-1
COc1ccc(NC(=O)c2cc(C(C)C)n(-c3nc4ccccc4s3)n2)cc1OC	-0.1	0.2	-7	56*
COc1ccccc1NC(=O)CCC(=O)OCc1cccc([N+](=O)[O-])c1	-0.1	-0.6	11	11
CCc1ccc(CN2CCc3c(C(=O)OC)c(OC4CCCC4)cc(=O)n3CC2)o1	-0.1	-0.4	1	9
Fc1ccccc1-c1nc(NCc2cccs2)c2ccccc2n1	0.6	-0.3	15	-9
CCOC(=O)c1sc(NC(=O)CCCOc2ccc(Cl)cc2Cl)c(C(=O)OCC)c1C	0.0	1.8	5	-9
O=C1NNC(c2ccccc2)=N/C1=C\c1ccccc1	-0.1	0.1	14	1
Cc1nc2ncnn2c(NCC2CCCCC2)c1C	-0.3	4.2	47	1
COc1cccc(NC(=O)C2C3C=CC(C3)C2C(=O)Nc2cccc(OC)c2)c1 (stereo not given)	0.0	0.3	-12	21
O=C1NC(=O)/C(=C/c2ccc(OCc3ccc(C(=O)O)cc3)c(Cl)c2)S1	-0.1	0.4	12	1
Nc1cccc(-c2cc(NCc3ccccc3)nc(N)n2)c1	0.0	1.3	-8	-15
COc1ccc(CCN2CC34C=CC(O3)C(C(=O)NCCC(C)C)C4C2=O)cc1OC (stereo not given)	0.0	2.1	-2	-7
COc1ccc(S(=O)(=O)NCC2CCCN(C(=O)c3ccoc3)C2)cc1 (stereo not given)	0.0	0.0	-4	-17

structure	FBW7 activator	GPR151 ag	MITF primary	TEAD-YAP block
CC(C)n1cnc2c(NCCc3ccc(O)cc3)nc(Nc3ccc(N4CCOCC4)cc3)nc21	0.1	-1.2	13	7
COC(=O)C1=C(C)NC(C)=C(C(=O)OC)C1c1cc(-c2ccc(Cl)cc2Cl)co1	-0.1	2.4	1	-1
COc1ccc(-c2cc(CC(=O)NC3CCCC3)no2)cc1OC	0.2	0.6	-13	5
COc1ccc(N2CCN(C(=O)c3ccc(S(=O)(=O)Cc4cc(F)ccc4F)c([N+](=O)[O-])c3)CC2)cc1	0.1	-0.4	8	-1
O=c1nc(SCc2cccc3ccccc23)c2c(n1Cc1ccco1)CCC2	-0.2	0.1	14	-2
O=C1NCC(c2ccccc2)C1C(=O)N/N=C\c1cc(Br)cc([N+](=O)[O-])c1O (stereo not given)	-0.1	-1.4	7	4
N#Cc1c2c(c(N3CCN(CCO)CC3)n3c1nc1ccccc13)CCC2	-0.1	-1.3	5	4

Screening data as filed in PubChem.
